Tau fil binding: qHTS Assay for Tau Filament Binding; Potency, µM (titrated, usually from 57.1 µM), for inactives: top-dose activity change, negative = inhibition; Microtubule-associated protein tau (Homo sapiens), P10636; recombinant tau filaments, thioflavin S fluorescence, 15 h; filaments grown with octadecylsulfate alongside compound; actives 2% (n = 71,000); AID 596, 2007;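 note: potency is the fitted concentration of half-maximal effect; % is set by controls: 0 for no effect and ±100 for the full control effect; actives lower thioflavin S fluorescence by blocking filaments or displacing dye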
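Quantitative HTS: thioflavine S signal from ODS-induced tau filaments, excited at 450 nm, emission 510 nm. Conditions: 1 uM tau, 30 uM ODS, 15 h at 37 C, pH 7.4.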
ERK AVP inh: qHTS Assay for Inhibitors of the ERK Signaling Pathway using a Homogeneous Screening Assay. actives 0.99% (n = 72,000). AID 995, 2007. Potency, µM (top dose mostly 57.5 µM), for the others: at the highest dose activity, negative = inhibition, hits mostly inhibitors. HEK293-V1b, vasopressin-stimulated pERK AlphaScreen; note: potency is the fitted concentration of half-maximal effect; % is set by controls: 0 for no effect and ±100 for the full control effect; nearly all actives have a fitted effect of over 55% in size
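Phosphorylated ERK1/2 detected via AlphaScreen bead proximity in lysates of V1b-expressing HEK293 cells given 25 nM vasopressin for 5 min after 30 min compound exposure (37 °C). AC50 from Hill equation; basal DMSO 0%, vasopressin 100%.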
Hsp90 Hop PPI: qHTS Assay for Disrupters of an Hsp90 Co-Chaperone Interaction | Potency, µM (titrated, usually from 57 µM), without a hit: at the highest dose activity change, negative = inhibition | AlphaScreen TPR2A-His6 binding biotin-Hsp90 C-terminal peptide | Hsp90 C-terminal peptide / TPR2A (Hop) interaction, human | actives 0.44% (n = 71,000) | AID 595, 2007; active = well fitted curve in either direction with a large enough effect; inconclusive = small, poorly fitted or top-dose-only effect, or another doubt; note: potency is the fitted concentration of half-maximal effect; % is set by controls: 0 for no effect and ±100 for the full control effect; many of its hits are not listed in these tables
Ub-GFP proteasome: Ubiquitin-GFP Assay; Ubiquitin-GFP reporter cells, proteasome inhibition, GFP fluorescence; response scale: untreated = 0%, 10 µM MG-132 = 100%; Potency, µM (top dose mostly 45.9 µM), for inactives: at the top dose activation (GFP accumulation), actives largely listed as activators; 67,000 tested, under 10 active; AID 526, 2006; active = well fitted activation curve with a large enough effect, not every such curve was filed as active; inconclusive = small, poorly fitted or top-dose-only effect, or another doubt; inactive = no such curve, though single readings can be large or run the other way; note: potency is the fitted concentration of half-maximal effect
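Proteasome blockade was scored as a rise in GFP-expressing U2OS cells carrying a ubiquitin(G76V)-GFP construct, imaged after 4 hr compound treatment at 37 °C across a 46 uM–2.9 nM series.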
DNA Pol III inh: qHTS Assay for Inhibitors of DNA Polymerase III Holoenzyme System. Potency, µM (doses to about 57.1 µM), for the others: top-dose activity change, negative = inhibition. actives 0.25% (n = 71,000). reconstituted DNA polymerase III holoenzyme replication, biochemical. AID 603, 2007; note: potency is the fitted concentration of half-maximal effect; % is set by controls: 0 for no effect and ±100 for the full control effect
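Reconstituted *E. coli* holoenzyme (0.35 nM Pol III, 1 nM beta, 154 nM SSB, 2 nM primase) was preincubated with compound for 15 min at RT. Synthesis on 1.4 nM ssM13Gori ran 35 min, then was stopped with PicoGreen/EDTA and read as dsDNA fluorescence.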
Epigenetic mod: qHTS Assay for Epigenetic Modulators; mouse C127i GFP locus derepression, cytometry, 30 h; actives 0.09% (n = 68,000); Potency, µM (series often up to 46.1 µM), for inactives: at the highest dose GFP derepression (activation); note: % of control where 0% means no effect
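Read-out is the number of GFP-positive cells, scored as fluorescent objects 20 to 120 um wide, reflecting derepression of a silenced CMV-GFP reporter in murine C127i cells after 30 h compound exposure at 37 C.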
HBB splice mod: qHTS Assay for Modulators of Hemoglobin Beta Chain Splicing. AID 925, 2007. Potency, µM (highest dose often 46.1 µM), for the others: top-dose activation, most hits filed as activators. HBB splicing reporter cell assay, activation; EGFP reporter with mutant IVS2-654 intron; response scale: normalised to 500 nM splice-correcting PNA. actives 0.06% (n = 65,000); note: potency is the fitted concentration of half-maximal effect; 0% is about no effect
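HeLa cells stably expressing EGFP interrupted by mutant beta-globin intron 2 (IVS2-654), 500/well in 2% FCS. Treated with compound for 2 days at 37C. Splicing correction scored as total well GFP intensity (488 nm excitation, 500-520 nm emission); 500 nM antisense PNA served as control.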
ALOX15 inhib: qHTS Assay for Inhibitors of 15-hLO (15-human lipoxygenase); Polyunsaturated fatty acid lipoxygenase ALOX15 (Homo sapiens), P16050; purified 15hLO-1, xylenol orange hydroperoxide absorbance; AID 887, 2007; Potency, µM (highest dose often 57.1 µM), inactives show top-dose activity change, negative = inhibition, actives largely listed as inhibitors; actives 1.4% (n = 74,000); note: potency is the fitted concentration of half-maximal effect; % is set by controls: 0 for no effect and ±100 for the full control effect; nearly all actives have a fitted effect of over 55% in size
Target sequence (P16050 whole entry, looked up): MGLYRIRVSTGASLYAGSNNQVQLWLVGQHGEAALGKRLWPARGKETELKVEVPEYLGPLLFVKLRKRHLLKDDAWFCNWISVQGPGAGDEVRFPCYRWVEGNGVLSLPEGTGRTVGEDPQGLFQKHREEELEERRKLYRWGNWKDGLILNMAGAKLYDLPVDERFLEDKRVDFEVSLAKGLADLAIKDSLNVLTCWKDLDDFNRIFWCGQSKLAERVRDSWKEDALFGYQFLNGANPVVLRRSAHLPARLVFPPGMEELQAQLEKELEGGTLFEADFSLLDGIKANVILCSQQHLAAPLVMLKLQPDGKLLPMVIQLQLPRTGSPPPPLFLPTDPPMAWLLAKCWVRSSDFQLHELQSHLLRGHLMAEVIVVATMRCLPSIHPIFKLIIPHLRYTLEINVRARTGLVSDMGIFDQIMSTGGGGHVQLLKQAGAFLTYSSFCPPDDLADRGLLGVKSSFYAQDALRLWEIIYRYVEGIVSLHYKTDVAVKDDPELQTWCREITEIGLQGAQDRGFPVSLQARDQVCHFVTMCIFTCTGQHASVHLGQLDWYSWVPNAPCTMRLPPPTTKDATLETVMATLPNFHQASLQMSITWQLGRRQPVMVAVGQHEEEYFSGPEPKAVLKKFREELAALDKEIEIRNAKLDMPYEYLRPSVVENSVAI
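Compounds were preincubated 15 min at room temperature with 40 nM purified human enzyme (25 mM Hepes pH 7.5, 0.01% Triton X-100); 50 uM arachidonic acid reacted 6 min. Fe-xylenol orange detection, 30 min, absorbance ratio 573/405 nm.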
CRE-bla Fsk: Cell signaling CRE-BLA (Fsk stim); CHO CRE-bla reporter (cAMP response element driving beta-lactamase), forskolin EC10, beta-lactamase ratio; Potency, µM (series often up to 38.2 µM), for inactives: at the highest dose activity change, negative = inhibition, most hits filed as activators; actives 2.5% (n = 71,000); active = well fitted activation curve with a large enough effect in the signal ratio, with a control signal flat, not every such curve was filed as active; inconclusive = small, poorly fitted or top-dose-only effect, or effect the other way, or a change in a side signal; the % refers to the signal ratio; note: potency is the fitted concentration of half-maximal effect; % of control where 0% means no effect
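qHTS titration format; CRE-bla CHO reporter; stimulus EC10 NKH 477, a water-soluble forskolin. Read: CCF4 460/530 nm ratio. Potency expressed as AC50 for activators or inhibitors.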
FLuc inh: qHTS Assay for Inhibitors of Firefly Luciferase; Luciferin 4-monooxygenase (Photinus pyralis), P08659; purified firefly luciferase, luminescence, 8 min; Potency, µM (series often up to 57.1 µM), inactives show at the top dose activity change, negative = inhibition, usual class: inhibitors; actives 2.2% (n = 72,000); AID 411, 2009; note: potency is the fitted concentration of half-maximal effect; % is set by controls: 0 for no effect and ±100 for the full control effect; nearly all actives have a fitted effect of over 40% in size
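Titration-based qHTS; buffer 50 mM imidazole pH 7.2, 50 mM KCl, 7 mM MgCl2, 10 uM ATP, 0.01% Tween 20, 0.05% BSA; luciferase/luciferin detector mix added after compound; 8 min, ambient; luminescence.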
HADH2 inh: qHTS Assay for Inhibitors of HADH2 (Hydroxyacyl-Coenzyme A Dehydrogenase, Type II); recombinant HADH2, NADH fluorescence, beta-hydroxybutyryl-CoA; Potency, µM (highest dose often 57.1 µM), inactives show at the top dose activity change, negative = inhibition, hits mostly inhibitors; actives 3.4% (n = 73,000); AID 886, 2007; note: potency is the fitted concentration of half-maximal effect; % is set by controls: 0 for no effect and ±100 for the full control effect; nearly all actives have a fitted effect of over 60% in size; many of its hits are not listed in these tables
Target sequence (Q99714 whole entry, looked up, one chain of several): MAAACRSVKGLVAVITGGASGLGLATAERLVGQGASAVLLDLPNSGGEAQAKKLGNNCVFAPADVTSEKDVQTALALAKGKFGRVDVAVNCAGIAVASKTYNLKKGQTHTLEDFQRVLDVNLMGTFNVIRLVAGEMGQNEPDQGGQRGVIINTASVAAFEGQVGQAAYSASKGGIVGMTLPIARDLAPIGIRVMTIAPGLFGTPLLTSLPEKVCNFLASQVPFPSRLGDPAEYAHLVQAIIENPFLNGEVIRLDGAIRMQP
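His-tagged recombinant enzyme from E. coli, 20 nM, preincubated 15 min RT with compound; reaction started with 1 mM NAD+ and 90 uM beta-hydroxybutyryl-CoA in 100 mM Tris-HCl pH 9.0. NADH fluorescence (ex 360/em 450) read over 4 min; last-minus-first difference.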
Starred values were filed as active, the others as inactive; u = inconclusive; x = no result given; [ ] = dose if it differs, or a comment. Unless noted, calls come from the whole dose curve; as a rule, active = well fitted curve in the direction sought with a large enough effect; inconclusive = small, poorly fitted or top-dose-only effect, or another doubt; inactive = no such curve, though single readings can be large; an effect the other way counts as inactive or inconclusive. A portion of the library (hit frequency here may not be typical).

structure | Tau fil binding | ERK AVP inh | Hsp90 Hop PPI | Ub-GFP proteasome | DNA Pol III inh | Epigenetic mod | HBB splice mod | ALOX15 inhib | CRE-bla Fsk | FLuc inh | HADH2 inh
CCn1c(SCC(=O)NCC2CCCO2)nnc1-c1c[nH]c2ccccc12 (centres undefined) | -2% | -8% | -6% | 4% | -2% | 0% | -0.2% | 4% | 2% | 0% | 10%
COc1ccc(C)cc1S(=O)(=O)NC1CCCCC1 | 0% | 7% | 0% | 9% | -2% | 2% | -1.7% | 4% | -6% | 1% | 4%
N#Cc1ccc(CSc2nnc(-c3cccs3)n2-c2ccccc2)cc1 | -24% | -15% | -10% | 6% | 0% | 3% | -0.1% | -12% | -1% | -1% | 2%
CCOC(=O)CSc1nc2ccccc2c(=O)n1CC1CCC(C(=O)NCc2ccco2)CC1 (centres undefined) | 271% | 22% | -6% | 1% | 4% | 8% | -0.3% | -5% | u | 0% | 9%
COc1ccc(N/C(=N\c2nc(C)cc(C)n2)NC(C)=O)cc1OC | -6% | u | -8% | 4% | -5% | -5% | 1.0% | -2% | u | -7% | -1%
Cc1ccc(-n2c(N)c(C(=O)N3CCOCC3)sc2=S)cc1 | 6% | -8% | -6% | 3% | 0% | 6% | -0.1% | u | 0% | 0% | 1.6µM*
CCOc1cc(C2C(C(=O)c3ccccc3)=C(C(=O)OC)Nc3nnnn32)ccc1O (centres undefined) | 4% | 10% | 2% | 13% | 1% | 2% | -0.5% | u | 2% | 0% | -11%
Nc1nc(SCC(=O)OCc2ccccc2)[nH]c(=O)c1NC(=O)c1ccco1 | 68% | x | -3% | -1% | 0% | x | -0.5% | -4% | -16% | -5% | -7%
N#Cc1nc(-c2ccco2)oc1N1CCc2ccccc2C1 | -10% | u | u | 0% | 2% | 0% | 3.1%[0.369 µM] | -26% | 20% | 1% | u
COc1ccc(-c2nc(CS(=O)CC(=O)NCC3CCCO3)c(C)o2)cc1 (centres undefined) | -8% | 4% | -4%[2.3 µM] | -14% | -4% | x | 0.1% | 3% | -16% | -3% | -5%
O=C(Nc1cccc(F)c1)c1cc(S(=O)(=O)N2CCC(C(=O)O)CC2)ccc1F | -9% | 29% | u | 4% | -4% | 0% | 5.0% | -6% | u | 1% | 3%
c1ccc(-c2nnc(-c3cccc(-c4nnc(-c5ccccc5)o4)c3)o2)cc1 | 3% | -4% | 0% | -5% | -4% | -3% | -2.9% | 5% | -4% | 0% | 9%
Cc1ccc(Cn2c(CN3CCOCC3)nc3c2c(=O)[nH]c(=O)n3C)cc1 | -18% | 13% | -1% | -14% | 3% | 1% | -1.4% | 10% | 17% | -1% | 11%
CCn1c(SCCC#N)nnc1-c1ccncc1 | 2% | 0% | -5% | -6% | 1% | 0% | -0.4% | 0% | u | 2% | -9%
COc1cccc(OCCCCN2CCCCC2)c1 | -5% | 13% | -2% | 3% | -6% | 2% | -0.8% | -6% | 5% | -2% | 7%
CCCOc1cc(CC(=O)NCc2ccco2)ccc1OC | 8% | -11% | -6% | 0% | 1% | 0% | -0.3% | 2% | -11% | 0% | -2%
COc1ccccc1N(CCC#N)C(=O)CSc1nc(-c2ccccc2)cn1N | 4% | 14% | -5% | -10% | -8% | 1% | 3.6% | -3% | -5% | 1% | 9%
C(=N/Nc1nnc2c(n1)[nH]c1ccccc12)/c1cccnc1 | -9%[11.4 µM] | -18%[11.5 µM] | -2%[11 µM] | 0%[9.17 µM] | -9%[11.4 µM] | 10%[9.22 µM] | -1.3%[9.22 µM] | 0%[11.4 µM] | 17%[7.6 µM] | -7%[11.4 µM] | 7%[11.4 µM]
O=C(O)COc1ccccc1O | 15%[11.4 µM] | -1% | -3%[11 µM] | -24%[9.17 µM] | -5%[11.4 µM] | -2% | 1.0%[0.0738 µM] | 4%[11.4 µM] | 3%[7.6 µM] | 0% | 1%[11.4 µM]
CCOc1ccc2oc(C(=O)OCC(=O)NC(=O)NC3CCCC3)c(C)c2c1 | 0% | 42%[activator] | 0% | 4% | 0% | 0% | -0.6% | -21% | -6% | 1% | -8%
COC(=O)c1ccc(COC(=O)c2[nH]c(C)c(C(C)=O)c2C)o1 | 8% | 2% | -3% | -1% | 0% | -1% | -0.2%[57.5 µM] | 3% | u | 6% | 19%
Cn1c(=O)c2sccc2n2c(CCCC(=O)NCc3ccc4c(c3)OCO4)nnc12 | 12% | 21% | 3% | -9% | 0% | -3% | -0.1% | 2% | u | 1% | -4%
COc1ccc(Br)cc1CNC(=O)C1CCCN(c2nc3ccccc3o2)C1 (centres undefined) | 297% | -8% | 1% | -9% | 0% | 8% | 1.6%[57.5 µM] | -18% | u | 2% | 4%
CC(=O)Cc1nsc(NC(=O)c2csc3c2CCCC3)n1 | 4% | -27% | -1% | 4% | -3% | -2% | -1.8% | u | u | -7% | -4%
CCC(C)=O | -4% | 1% | -3% | x | 1% | x | -0.4% | -1% | -7% | x | -2%
Cc1cc(C)nc(NC(=O)NS(=O)(=O)N2CCCCCC2)n1 | 22% | 0% | -3% | 23% | -5% | -1% | -0.7% | 7% | -1% | 2% | -17%
CCOCC(O)CS(=O)(=O)c1ccccn1 (centres undefined) | 11%[11.4 µM] | 12% | -1%[11 µM] | -16%[9.17 µM] | -4%[11.4 µM] | -3% | -1.1%[0.0738 µM] | -1%[11.4 µM] | u | 0% | 5%[11.4 µM]
O=C(c1ccco1)N1CCn2c1nc1ccccc12 | 11% | -26% | 0% | 2% | -4% | 3% | 4.3% | 7% | -1% | -30% | -8%
COC(=O)CCC(=O)OC | 4% | -8% | -1% | x | -2% | x | -0.5% | -1% | -5% | x | -4%
O=C(Nc1ccc(Cl)cc1)Nc1ccccc1C(=O)NCc1ccco1 | 50% | u | -4% | -2% | 7% | 3% | 6.5% | -8% | -5% | 7.9µM* | 0%
COc1ccc(N2C(N)=C(C#N)C(c3cccnc3)C3=C2CC(C)(C)CC3=O)cc1 (centres undefined) | -12% | 20% | -1% | 2% | 5% | 6% | 0.1% | u | -14% | -3% | -21%
O=C(CSc1nnc(-c2ccco2)n1-c1ccccc1)NCCc1ccccc1 | -1% | -12% | -7% | 17% | -2% | 2% | -1.3% | 6.3µM* | 2% | 3% | -1%
CCN(CC)c1nc(N)c2c(N)nc3c(c2c1C#N)CC(c1ccccc1)O3 (centres undefined) | 7% | u | 25% | 6% | 0% | -2% | -0.3%[57.5 µM] | -18% | 10µM* | 2% | u
CCCn1c(=N)n(CCOc2ccc(OC)cc2)c2ccccc21 | 1% | -7% | -4% | x | -6% | 0% | -2.3%[0.369 µM] | -11% | -22% | -5% | 1%
O=S(=O)(O)c1nc2ccccc2n1CCOc1ccccc1 | 13% | -8% | -1% | 0% | -3% | 0% | x | 5% | -7% | 2% | -12%
COC(=O)c1ccc(C(=O)OC)c(NC(=O)CCc2ccc(C)o2)c1 | -10% | -13% | 7% | 1% | -2% | 0% | 0.5% | 1% | 7% | 0% | 0%
Cc1cc(NS(=O)(=O)c2ccc(NC(=O)CCN3C(=O)c4ccccc4C3=O)cc2)no1 | -1% | -11% | 0% | -5% | -1% | 0% | -0.3% | 7% | u | 4% | -2%
COc1cc2c(cc1OC)-c1cc(OCCN3CCOCC3)nc(=O)n1CC2 | 14% | u | -4% | 4% | -3% | -1% | 1.6%[1.84 µM] | -1% | 7.9µM* | 2% | 3.2µM*

Screening data deposited in PubChem by National Center for Advancing Translational Sciences (NCATS).
